Source: PubChem BioAssay
Vif-APOBEC3F blk: qHTS for Inhibitors of Vif-A3F Interactions: qHTS; HeLa A3F-eYFP + Vif (tagged APOBEC3F with the HIV-1 protein that degrades it), YFP fluorescence increase; Potency, µM (doses to about 46.1 µM), without a hit: top-dose activity, negative = active; actives 0.2% (n = 390,000); AID 602313, 2012; further: potency means the concentration at half of the fitted maximal effect; % of control where 0% means no effect; nearly all actives have a fitted effect of over 65% in size
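HeLa cells stably expressing Vif plus C-terminally eYFP-tagged A3F were seeded, incubated overnight at 37 deg C, dosed with compound, incubated overnight again at 37 deg C. Yellow fluorescence (Ex 488/Em 500-530) reported blocked Vif-mediated A3F-eYFP degradation.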
mIDH1 inhibitor: qHTS for Inhibitors of mutant isocitrate dehydrogenase 1 (IDH1): qHTS; AID 602179, 2012; actives 0.093% (n = 390,000); Isocitrate dehydrogenase [NADP] cytoplasmic (Homo sapiens), O75874; Potency, µM (highest dose often 76.6 µM), for inactives: at the top dose activity change, negative = inhibition, hits mostly inhibitors; IDH1-R132H enzyme, NADPH consumption, diaphorase/resazurin fluorescence; further: potency means the concentration at half of the fitted maximal effect; on the % scale 0 is the no-effect control and ±100 the full control effect; nearly all actives have a fitted effect of over 65% in size
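IDH1-R132H (0.5 ug/mL) preincubated 30 min with compound, then NADPH (0.016 mM) and alpha-KG (2 mM) added; 80 min at RT, pH 7.5. Remaining NADPH coupled via diaphorase/resazurin to fluorescence (540/590 nm); concentration-response curves normalized to no-enzyme control.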
RXFP1 agonist: qHTS Assay for Agonists of the Relaxin Receptor RXFP1. Relaxin receptor 1 (Homo sapiens), Q9HBX9. HEK293T-RXFP1 cAMP TR-FRET, 30 min; response scale: percent of porcine relaxin response, buffer zero. Potency, µM (highest dose often 57.5 µM), without a hit: at the highest dose activation, hits mostly activators. actives 0.3% (n = 370,000). AID 2676, 2010; further: potency means the concentration at half of the fitted maximal effect; on the % scale 0 is the no-effect control and ±100 the full control effect; nearly all actives have a fitted effect of over 60% in size; many of its hits are not listed in these tables
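HEK293T cells stably expressing RXFP1 were pretreated with the PDE4 inhibitor Ro 20174, exposed to compounds for 30 min at 37C, lysed, and cAMP was read by TR-FRET. Data normalized to buffer (basal) and 29 nM porcine relaxin (100%).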
Vif-APOBEC3G blk: qHTS for Inhibitors of Vif-A3G Interactions: qHTS. DNA dC->dU-editing enzyme APOBEC-3G (Homo sapiens), Q9HC16. HeLa A3G-eYFP + Vif (tagged APOBEC3G with the HIV-1 protein that degrades it), YFP fluorescence, overnight. Potency, µM (top dose mostly 46.1 µM), for the others: at the highest dose activity, negative = active, hits mostly inhibitors. actives 0.076% (n = 410,000). AID 602310, 2012;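 further: potency means the concentration at half of the fitted maximal effect; on the % scale 0 is the no-effect control and ±100 the full control effect; nearly all actives have a fitted effect of over 60% in size; hits raise eYFP signal because A3G escapes Vif-driven loss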
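HeLa cells stably expressing Vif and C-terminally eYFP-tagged A3G, seeded overnight at 37 deg C, then exposed to compound by pintool overnight at 37 deg C. Rise in yellow fluorescence (Ex 488/Em 500-530, Acumen) marks blocked Vif-driven A3G degradation.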
USP1 inh: Inhibitors of USP1/UAF1: Primary Screen; Ubiquitin carboxyl-terminal hydrolase 1 (Homo sapiens), O94782; recombinant USP1/UAF1, Ub-Rhodamine cleavage fluorescence; Potency, µM (doses to about 57.1 µM), without a hit: at the top dose activity change, negative = inhibition, usual class: inhibitors; actives 0.23% (n = 390,000); further: potency means the concentration at half of the fitted maximal effect; on the % scale 0 is the no-effect control and ±100 the full control effect; nearly all actives have a fitted effect of over 60% in size; inactives centre near -12
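Step one: compound is pinned into 1nM USP1/UAF1 in HEPES pH 7.8 buffer with TCEP. Step two: 15 min room-temperature incubation. Step three: Ub-Rho (150nM final) starts cleavage, tracked by fluorescence over six one-minute reads.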
LDHA block: qHTS assay for inhibitors of human lactate dehydrogenase; L-lactate dehydrogenase A chain (Homo sapiens), P00338; purified LDHA, NADH/diaphorase-resazurin fluorescence; active compounds read low; activity change, % (values are at about 110 or 230 µM); actives 0.15% (n = 480,000); AID 1347041, 2019; in the data active means activity change below about -30%; inconclusive means mostly about -25% to -30%;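 further: plate controls were DMSO wells for no effect and wells without enzyme for full effect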
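LDH5 2 nM; NADH 0.06 mM, pyruvate 0.2 mM; 200 mM Tris pH 7.4, EDTA, Tween-20; 5 min RT. Detection: diaphorase 0.133 mg/mL + resazurin 37 µM, fluorescence ex540/em590 at 0 and 20 min; normalized to enzyme-free and DMSO wells.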
Glioma ERSR ind: qHTS for Inducers of the Endoplasmic Reticulum Stress Response (ERSR) in Human Glioma: qHTS; U87-MG GRP78 promoter luciferase reporter, 16 h; Potency, µM, for the others: at the highest dose activation, actives largely listed as activators; actives 0.02% (n = 420,000); further: potency means the concentration at half of the fitted maximal effect; series mostly up to about 76 µM; % of control where 0% means no effect; nearly all actives have a fitted effect of over 35% in size
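ERSR induction read as luciferase luminescence (Bright-Glo, 10 min at room temperature) in stably transfected human U87-MG glioma cells exposed to compounds for 16 h, using GRP78 as sensor.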
TrxR1 substrate: qHTS Assay for Substrates of Mammalian Selenoprotein Thioredoxin Reductase 1 (TrxR1): qHTS; purified TrxR1 substrate turnover, NADPH consumption readout; Potency, µM (top dose mostly 114 µM), for the others: at the top dose activity change, negative = substrate turnover; actives 0.01% (n = 390,000); AID 588456, 2011; further: potency means the concentration at half of the fitted maximal effect; on the % scale 0 is the no-effect control and ±100 the full control effect; nearly all actives have a fitted effect of over 50% in size
Target sequence (O89049 whole entry, looked up): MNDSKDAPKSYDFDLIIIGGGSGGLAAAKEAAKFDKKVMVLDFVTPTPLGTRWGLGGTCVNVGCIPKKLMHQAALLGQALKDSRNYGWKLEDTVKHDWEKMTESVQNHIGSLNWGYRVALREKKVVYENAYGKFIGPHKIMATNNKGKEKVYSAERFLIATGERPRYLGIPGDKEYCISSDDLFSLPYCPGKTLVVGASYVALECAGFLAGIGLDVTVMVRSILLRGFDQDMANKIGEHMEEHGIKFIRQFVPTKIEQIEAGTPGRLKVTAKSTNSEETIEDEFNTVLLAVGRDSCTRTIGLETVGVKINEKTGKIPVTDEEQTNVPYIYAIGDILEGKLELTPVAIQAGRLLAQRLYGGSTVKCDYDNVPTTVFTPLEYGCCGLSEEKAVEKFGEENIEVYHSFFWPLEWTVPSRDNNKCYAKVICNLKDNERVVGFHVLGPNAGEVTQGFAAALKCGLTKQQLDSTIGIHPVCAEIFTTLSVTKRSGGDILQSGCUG
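Rat TrxR1, dispensed at 90 nM, was prereduced with 400 uM NADPH (final) for 5 min at ~22 deg C, then incubated with compound 15 min before 400 uM selenite. A first-read NADPH fluorescence drop versus no-compound background flagged substrates.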
PI4K2A block: qHTS for small molecular inhibitors of PI4K2A. actives 0.13% (n = 420,000). activity change, negative = inhibition, % at 76.9 µM. purified PI4K2A, ADP-Glo luminescence, 1 h; active compounds read low. AID 1346378, 2018; in the data active means activity change below about -50%; inconclusive means mostly about -30% to -49%;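 further: -100% = wells without enzyme as full effect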
Target sequence (Q9BTU6 whole entry, looked up): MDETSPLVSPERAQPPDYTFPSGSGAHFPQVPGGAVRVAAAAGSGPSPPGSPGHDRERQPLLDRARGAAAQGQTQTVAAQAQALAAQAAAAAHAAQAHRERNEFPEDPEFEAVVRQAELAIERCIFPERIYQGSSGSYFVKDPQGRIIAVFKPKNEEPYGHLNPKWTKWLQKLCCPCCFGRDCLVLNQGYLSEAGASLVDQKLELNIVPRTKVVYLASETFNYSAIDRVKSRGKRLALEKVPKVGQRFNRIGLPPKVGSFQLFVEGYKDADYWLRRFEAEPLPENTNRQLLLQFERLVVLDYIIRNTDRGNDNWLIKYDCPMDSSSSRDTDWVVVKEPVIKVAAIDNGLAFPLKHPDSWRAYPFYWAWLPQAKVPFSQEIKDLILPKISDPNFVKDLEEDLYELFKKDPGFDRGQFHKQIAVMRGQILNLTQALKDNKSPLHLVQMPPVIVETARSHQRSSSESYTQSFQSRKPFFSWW
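In this quantitative HTS, ADP production by PI4K2A was quantified luminescently after 1 h at ambient temperature; 100 microM adenosine served as plate-quality control.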
* hit, by the source's call; ? = inconclusive; nt = not tested or not shown; & = joins results of further samples; [ ] = dose if it differs, or a comment. Unless noted, the call rests on the fitted dose curve; in most records, active means well fitted curve in the direction sought with a large enough effect; inconclusive means small, poorly fitted or top-dose-only effect, or another doubt; inactive means no such curve, though single readings can be large; an effect the other way counts as inactive or inconclusive.

SMILES | Vif-APOBEC3F blk | mIDH1 inhibitor | RXFP1 agonist | Vif-APOBEC3G blk | USP1 inh | LDHA block | Glioma ERSR ind | TrxR1 substrate | PI4K2A block
O=c1cc(O)c2sc(Nc3ccc(F)c(Cl)c3)nc2[nH]1 | -14% | 13% | 0.0% | -4% | ? | 35 | 1% | -11%[57.1 µM] | -2
O=S(=O)(Cc1ccc(Cl)cc1)NCc1ccc2c(c1)OCO2 | 3% | 0% | 0.6% | 1% | -18% | 1 | -2% | -3% | -7
Cc1ccc(C(=O)NCc2ccc3c(c2)OCO3)cc1 | -5% | 1% | 5.0% | -3% | -8% | -3 | 3% | 0% | 5
CC(=O)Nc1ccc(NC(=O)CCc2ccc(C)o2)cc1 | -17% | 0% | 1.8% | 4% | -22% | 1 | -1% | 8% | -4
O=C1CSC(c2cccc([N+](=O)[O-])c2)N1CCc1ccccc1 (centres undefined) | -7% | 2% | 0.1% | -6% | -13% | -5 | -7% | 8%[57.1 µM] | -1
COc1ccc(Cl)cc1NC(=O)CN(C)C(=O)c1sccc1-c1ccccc1 | -12% | 9% | 5.1% | -13% | -27% | -1 | -3% | 4% | 0
Cc1c(N2C(=O)C3C4C=CC(C5CC45)C3C2=O)c(=O)n(-c2ccccc2)n1C (centres undefined) | -5% | -4% | 8.0% | -10% | -9% | -9 | -3% | 9% | -6
Cc1ccc(C(=O)O)cc1NCc1cccnc1 | -3% | 6% | nt | 0% | -23% | -2 | -2% | nt | 2
Cc1cc(Nc2cccc(Br)c2)n2c(nc3ccccc32)c1C#N | -24% | 10% | 9.8% | -2% | -17% | 0 | -5% | 11%[11.4 µM] | -2
Cc1ccn(C)c(=N)c1 | 1% | -5% | 1.0% | -7% | -21% | -3 | -3% | 7%[57.1 µM] | 0
CCCSCCCNC(=O)CN1C(=O)CCn2nc(-c3cn(C)c4ccccc34)cc21 | 2% | 7% | -1.9% | -2% | -28% | 4 | 0% | -16%[57.1 µM] | -4
CCSc1nnc(NC(=O)CCNC(=O)c2ccccc2Cl)s1 | -2% | 0% | nt | -5% | -3% | -4 | -1% | 13% | -6

2 consecutive entries out of the list so far, for reference:
SMILES | Vif-APOBEC3F blk | mIDH1 inhibitor | RXFP1 agonist | Vif-APOBEC3G blk | USP1 inh | LDHA block | Glioma ERSR ind | TrxR1 substrate | PI4K2A block
CCCSCCCNC(=O)CN1C(=O)CCn2nc(-c3cn(C)c4ccccc34)cc21 | 2% | 7% | -1.9% | -2% | -28% | 4 | 0% | -16%[57.1 µM] | -4
CCSc1nnc(NC(=O)CCNC(=O)c2ccccc2Cl)s1 | -2% | 0% | nt | -5% | -3% | -4 | -1% | 13% | -6

(further entries)
SMILES | Vif-APOBEC3F blk | mIDH1 inhibitor | RXFP1 agonist | Vif-APOBEC3G blk | USP1 inh | LDHA block | Glioma ERSR ind | TrxR1 substrate | PI4K2A block
O=c1cc(CSc2nc(NCc3ccc(Cl)cc3)c3ccccc3n2)nc2ccc(Cl)cn12 | -24% | 6% | nt | -4% | -2% | -9 | -3% | 16% | 1
O=C(Cc1c(F)cccc1Cl)Nc1cccnc1 | -6% | 1% | 0.9% | 0% | -19% | -7 | 0% | 4% | -2
Cc1nc(-c2ccc(Cl)cc2)sc1CCNC(=O)C(=O)Nc1ccc(F)cc1F | 5% | 0% | 8.8% | 3% | -22% | 2 | -1% | 3%[57.1 µM] | -8
COCCNc1nc(NCc2cccc(OC)c2)c2sccc2n1 | nt | nt | nt | -1% | nt | -8 | -4% | nt | 3
CCOC(=O)C1=C(COC(=O)c2cccc(Cl)c2)NC(=O)NC1C (centres undefined) | -3% | 3% | 0.1% | 2% | -16% | 7 | -4% | 1% | -7
CCC1CN(C(=O)N2CCC(C(=O)NCCCc3ccccc3)CC2)c2ccccc2O1 (centres undefined) | -2% | 15% | 2.4% | 4% | -7% | 0 | -2% | -10% | -6
CN(CC(=O)Nc1ccc(F)cc1)C(=O)C1CCCC1 | 0% | -7% | 1.2% | -1% | -11% | -14 | 0% | -3% | -3
COc1ccc(Nc2cc(=O)n(-c3ccccc3)c3c2c(=O)n(C)c(=O)n3C)cc1 | -2% | -3% | -0.6% | 2% | -12% | -5 | 0% | -7% | 3
COc1ccc(N2CCN(C(=O)c3ccc4c(=O)n(CCc5ccc(OC)c(OC)c5)c(=O)[nH]c4c3)CC2)cc1 | 4%&0% | 1%&-9% | 5.8%&-2.2% | -1%&1% | ? | 0&-7 | -3%&-1% | 7%&-5%[57.1 µM] | 1&3
O=C(c1ccc(Cl)cc1Cl)C1(n2cncn2)Oc2ccccc2C1O (centres undefined) | -1% | 13% | -1.0% | -1% | -13% | -5 | -3% | -6% | 5
CCc1noc(C)c1C(=O)Nc1ccc(F)c(F)c1 | 3% | 2% | 0.7% | 3% | -9% | -1 | -2% | 2% | 1
Nc1nonc1-c1nc2ccccc2n1Cc1ccc(Br)cc1 | 4% | 9% | -0.5% | 3% | -9% | 1 | -5% | 6% | 3
CC1(C)CC(C(CCN(Cc2ccccc2)C(=O)c2ccco2)c2ccc(F)cc2)CCO1 (centres undefined) | 0% | -25% | 2.4% | -11% | -25% | -1 | -12% | 1% | -2
O=C(Cn1cnc2c(nnn2Cc2ccccc2F)c1=O)NCC1CCCO1 (centres undefined) | -9% | 6% | 17% | 0% | 5% | -5 | -2% | -7% | -2
CCOC(=O)N1CCC(NC(=O)CC(NS(=O)(=O)c2ccc(Cl)cc2)c2ccco2)CC1 (centres undefined) | 5% | -1% | 0.2% | 3% | 0% | -1 | -4% | -7% | -5
COc1ccc(NC(=S)NC2CCN(Cc3ccccc3)CC2)cc1OC | 0% | -1% | 1.3% | 0% | -11% | -9 | -2% | -10% | -6
O=C(CSc1nc2ccsc2c(=O)n1-c1ccc(Br)cc1)NCc1ccccc1 | -6% | 1% | ? | -18% | -1% | -16 | -3% | 17%[57.1 µM] | -2
COc1cc(SC)ccc1C(=O)N1CCn2c3c(c4cc(C)ccc42)CCCC31 (centres undefined) | 0% | 14% | -2.1% | 0% | -2% | 0 | -2% | -1% | -1
Cc1ccccc1S(=O)(=O)Oc1ccccc1C(=O)Oc1ccccc1 | 6% | 1% | 2.0% | 1% | -10% | -2 | -1% | -3% | 7
COc1ccccc1OC(=O)Nc1ccc(Cl)cc1 | 0% | 2% | 3.0% | 1% | -7% | -4 | 2% | -5% | 3
COc1cc(OC)cc(C(=O)NC(C(=O)O)C23CC4CC(CC(C4)C2)C3)c1 (centres undefined) | 1% | 5% | 0.9% | 0% | -23% | 1 | -3% | -14%[57.1 µM] | -1
CN1CCN(CC(O)COc2ccc(Cl)cc2)CC1 (centres undefined) | -7% | 7% | 0.1% | 0% | -9% | -3 | -2% | -4% | 2
CCC(c1ccccc1)c1nc(-c2ccccn2)no1 (centres undefined) | 3% | 3% | 2.0% | -1% | -17% | -1 | 3% | -2% | 0
O=C(NCCCn1ccnc1)/C(=C/c1ccco1)NC(=O)c1ccccc1 | 4% | 8% | nt | 4% | -21% | 0 | -4% | 0% | 5
COc1ccc(-c2nc3ccc(C)cn3c2Nc2ccc3c(c2)OCO3)cc1 | 0% | -8% | 8.3% | -4% | -31% | 10 | -2% | 30% | -5
Cc1noc(C)c1C(=O)N1CCN(Cc2ccc3c(c2)OCO3)CC1 | -8% | 5% | -0.4% | 1% | -8% | -3 | -1% | 9%[57.1 µM] | -1
CCS(=O)(=O)c1nc(S(=O)(=O)c2ccc(Cl)cc2)c(N2CCc3ccccc3C2)s1 | -5% | 0% | 13% | -3% | -12% | 2 | -7% | 2% | 2
Cc1ccccc1OCc1nc2ccccc2c(=O)n1/N=C/c1cn[nH]c1-c1ccccc1 | -9% | 3% | 0.2% | -13% | -19% | 3 | 0% | -7% | 4
CN(C(=O)CSc1nnc2[nH]c(=O)cc(-c3ccccc3)n12)c1ccccc1 | -8% | -22% | -0.2% | 3% | -19% | -2 | -4% | 13%[57.1 µM] | 3
CC(=O)N1CCN(c2nc3ccc(Br)cc3s2)CC1 | 3% | 3% | 0.5% | 0% | -3% | -9 | 0% | 3% | 1
Cc1cccc(-c2nc(C#N)c(NCC3CCCO3)o2)c1 (centres undefined) | 1% | 5% | 4.4% | 0% | -15% | 2 | 2% | 71%[activator][57.1 µM] | -1
C=C1CCN(C(C(=O)OC)C(C)C)S(=O)(=O)c2ccccc21 (centres undefined) | 5% | -8% | -3.7% | 2%&6% | -18% | 0 | -3%&-4% | -8%&0% | -3
Brc1ccc(Sc2cnc3ccccc3n2)cc1 | nt | 3% | 15% | -1% | -16% | -7 | -3% | -12% | 1
CCOC(=O)c1c(NC(=O)c2cc(=O)c3c(C)cc(C)cc3o2)sc2c1CCC2 | -6% | 7% | 0.1% | -7% | -23% | -1 | -1% | 7% | -6

This is a subset; count on the stated rates, not on these rows.
